GPR35 antagonists: GPR35 antagonists blocking zaprinast-driven arrestin recruitment, primary screen, imaging, U2OS, beta-arrestin-GFP, zaprinast agonist (AID 2058); hit rate 0.052% among 290,000; inhibition, % at 10 µM; hits with a dose series show IC50 in µM; U2OS GPR35 beta-arrestin-GFP translocation imaging, zaprinast antagonism; higher % means a stronger effect;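 active means inhibition of at least 50% with at least 30 cells and total cytoplasm GFP at most 10,000,000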
GPR55 antagonists: GPR55 antagonists blocking LPI-driven arrestin recruitment, primary screen, imaging, U2OS, beta-arrestin-GFP, LPI agonist (AID 2013). G-protein coupled receptor 55 (Homo sapiens). U2OS GPR55 beta-arrestin-GFP translocation imaging, LPI antagonism; higher % means a stronger effect. inhibition, % at 10 µM; hits with a dose series show IC50 in µM. hit rate 0.13% among 290,000;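 active means spots per cell inhibited over 60%, with over 100 cells counted and total cytoplasm intensity under 500,000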;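 further: U2OS cells stably carrying GPR55 and arrestin-GFP stimulated by 5 µM LPI near EC80; imaged beta-arrestin-GFP aggregate spots per cell after agonist stimulation; plate controls were LPI-stimulated DMSO wells for no effect and DMSO wells without LPI for full effect; some results filed as inactive read as strong as hits; confirmed hits need IC50 under 10 µM and bright autofluorescent wells are also inconclusive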
MgcRacGAP inhibition: MgcRacGAP GTPase-activating activity inhibitors, confirmation, biochemical, ADP Hunter fluorescence. Rac GTPase-activating protein 1 (Homo sapiens). AID 624330, 2012. one-dose inhibition, % at 30 µM; IC50 in µM for titrated hits. MgcRacGAP-stimulated Rac1 GTP hydrolysis, ADP Hunter fluorescence; higher % means a stronger effect; GST-tagged Rac1 F28L mutant substrate. hit rate 0.6% among 340,000;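 active means first-screen hits whose inhibition reached a set limit at any dose in the follow-up dose series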;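 further: fluorescence reports GDP produced by GAP-driven GTP hydrolysis; strong numbers were not always called active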
Yfh1-off respiration: enhancers of respiration in Yfh1-depleted yeast, dose response, Friedreich's ataxia, plus single-dose screen (AID 1465); hit rate 0.074% among 220,000; fold induction at 50 µM, or EC50 in µM where a hit was titrated; S. cerevisiae Yfh1-off respiration, WST-1 reduction, 72 h; higher fold induction means a stronger effect;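 active means fold induction of absorbance versus untreated yeast above a set limit, then at least 30% activation at any dose in follow-up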;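 further: activators that raise dye reduction in frataxin-depleted yeast; strong numbers were not always called active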
NTR1 agonist: agonists of NTR1, primary screen, imaging, U2OS cells, beta-arrestin-GFP, high content (AID 493036); activation, % at 20 µM; NTR1-U2OS beta-arrestin-GFP spot imaging, agonist mode; hit rate 0.17% among 330,000; Neurotensin receptor type 1 (Homo sapiens), P30989;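 active means activation at or above 40% of the spot to cytoplasm intensity ratio, with at least 20 cells analyzed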;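 further: 0% = DMSO without peptide and 100% = 100 nM NTR1 peptide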
Target sequence (P30989 whole entry, looked up): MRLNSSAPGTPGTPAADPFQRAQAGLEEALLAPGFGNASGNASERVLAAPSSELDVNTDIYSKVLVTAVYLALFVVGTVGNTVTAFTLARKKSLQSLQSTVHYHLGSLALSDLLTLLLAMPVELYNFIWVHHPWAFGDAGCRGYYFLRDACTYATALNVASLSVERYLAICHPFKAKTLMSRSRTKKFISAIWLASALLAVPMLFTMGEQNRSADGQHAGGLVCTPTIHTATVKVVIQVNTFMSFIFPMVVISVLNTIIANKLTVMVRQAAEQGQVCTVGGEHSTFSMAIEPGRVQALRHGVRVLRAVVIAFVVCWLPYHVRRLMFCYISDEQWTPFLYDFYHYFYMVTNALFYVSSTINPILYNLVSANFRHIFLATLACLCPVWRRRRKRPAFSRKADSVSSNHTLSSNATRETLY
Dengue-2 NS5 capping: Dengue-2 NS5 methyltransferase inhibitors, primary screen, biochemical, confirmation dose response (AID 588689); Genome polyprotein (Dengue virus type 2 (strain 16681-PDK53)); Dengue-2 NS5 methyltransferase capping enzyme assay, biochemical; higher % means a stronger effect; inhibition, % at 25 µM, or IC50 in µM where a hit was titrated; hit rate 0.3% among 340,000; in the data active means a potency from the dose series
Large T inhibition: SV40 large T antigen inhibitors, biochemical (AID 1903); SV40 large T antigen ATPase/helicase inhibition assay; higher % means a stronger effect; one-dose inhibition, % at 20 µM; IC50 in µM for titrated hits; hit rate 0.39% among 310,000; in the data active means a potency from the dose series; further: strong numbers were not always called active
AID2073: inhibitors of Mint1-CaV2.2 protein interaction, biochemical, HTRF (AID 2073) | hit rate 0.19% among 290,000 | HTRF protein-protein interaction, Mint1-CaV2.2; higher % means a stronger effect | inhibition, % at 20 µM; hits with a dose series show IC50 in µM; in the data active means inhibition mostly above about 51%, no sharp cut-off; further: some results filed as inactive read as strong as hits
GPR55 activation: GPR55 agonists via beta-arrestin recruitment, primary screen, imaging, U2OS cells, beta-arrestin-GFP redistribution (AID 1961) | G-protein coupled receptor 55 (Homo sapiens) | U2OS GPR55 beta-arrestin-GFP redistribution imaging; higher % means a stronger effect | activation, % at 10 µM; hits with a dose series show EC50 in µM | hit rate 0.048% among 290,000;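 active means activation above 40% with more than 50 cells counted in the well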;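 further: U2OS osteosarcoma cells stably expressing GPR55 and beta-arrestin-GFP; plate controls were DMSO negative control for no effect and LPI positive control for full effect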
NTR1 agonist cell count 20 µM: also measured in NTR1 agonist; calls as there; cell count; measured here: cell count, cytotoxicity flag
Dengue-2 NS5 capping pilot replicate: further read-out of Dengue-2 NS5 capping, marked with its call; inhibition, %; measured here: pilot screen replicate inhibition
Numbers without * were called inactive.

CCc1ccc2[nH]c(=O)c(CN(Cc3ccccc3OC)C(=O)Nc3ccccc3OC)cc2c1 was read as GPR35 antagonists -13%, GPR55 antagonists 23%, MgcRacGAP inhibition 6%, Yfh1-off respiration inactive, NTR1 agonist 6.1, Dengue-2 NS5 capping 5%, Large T inhibition 15%, AID2073 13%, GPR55 activation 0.0% and NTR1 agonist cell count 20 µM 63.
`COc1ccc(N2CCN(c3oc(COc4ccc(Cl)cc4Cl)nc3C#N)CC2)cc1` gave GPR35 antagonists 17%, GPR55 antagonists 16%, MgcRacGAP inhibition 3%, Yfh1-off respiration inactive, NTR1 agonist 0.1, Dengue-2 NS5 capping -8%, AID2073 2%, GPR55 activation -0.2% and NTR1 agonist cell count 20 µM 43.
CC(C)C(=O)NCC(c1cccs1)S(=O)(=O)c1ccc(F)cc1 (stereo unspecified) was read as GPR35 antagonists -3%, GPR55 antagonists 17%, MgcRacGAP inhibition 10%, NTR1 agonist -0.5, Dengue-2 NS5 capping -7%, Large T inhibition 2%, AID2073 0%, GPR55 activation -0.1% and NTR1 agonist cell count 20 µM 64.
Screening FC(F)(F)c1ccccc1-n1ccnc1 returned MgcRacGAP inhibition 10%, NTR1 agonist -1.3, Dengue-2 NS5 capping 18%, Large T inhibition 9% and NTR1 agonist cell count 20 µM 65.
`CCCCOc1ccc(Cl)cc1Nc1nc(NCCO)nc(N2CCCC2)n1` gave MgcRacGAP inhibition 6%, Yfh1-off respiration inactive, NTR1 agonist 34, Dengue-2 NS5 capping -4%, Large T inhibition 8% and NTR1 agonist cell count 20 µM 64.
Screening CN1CCN(c2nc(-c3ccccc3)nc3c2oc2ccccc23)CC1 returned GPR35 antagonists -1%, GPR55 antagonists 14%, MgcRacGAP inhibition 13%, Yfh1-off respiration inactive, NTR1 agonist 4.8, Dengue-2 NS5 capping 6%, AID2073 -18%, GPR55 activation 0.1% and NTR1 agonist cell count 20 µM 42.
Cc1ccc(C)c(NC(=O)/C(C#N)=C/c2ccc(Sc3nncn3C)c([N+](=O)[O-])c2)c1 was read as GPR35 antagonists 7%, GPR55 antagonists 2%, Yfh1-off respiration inactive, NTR1 agonist 7.3, Large T inhibition 16%, AID2073 18%, GPR55 activation 0.3% and NTR1 agonist cell count 20 µM 73.
Screening COC(=O)c1cc(C(=O)OC)cc(N2C(=O)CC(Sc3nc(C)cc(C)n3)C2=O)c1 (stereo unspecified) returned GPR35 antagonists -1%, GPR55 antagonists -11%, MgcRacGAP inhibition 6%, Yfh1-off respiration inactive, NTR1 agonist -1.1, Dengue-2 NS5 capping -6%, Large T inhibition 0%, AID2073 -57%, GPR55 activation -0.1% and NTR1 agonist cell count 20 µM 50.
For CCCC(C)C(=O)OCC(=O)Nc1ccc(Br)cc1 (stereo unspecified) the results were GPR35 antagonists 21%, GPR55 antagonists -5%, Yfh1-off respiration inactive, NTR1 agonist 2.6, Large T inhibition 2%, AID2073 -5%, GPR55 activation 0.3% and NTR1 agonist cell count 20 µM 50.
CCCSc1nc2cc(OC)c(OC)cc2c(=N)n1CCCN1CCOCC1 was read as GPR35 antagonists -9%, GPR55 antagonists 25%, MgcRacGAP inhibition 21%, Yfh1-off respiration inactive, NTR1 agonist 2.3, Dengue-2 NS5 capping 0%, Large T inhibition 9%, AID2073 4%, GPR55 activation -0.3% and NTR1 agonist cell count 20 µM 54.
Cc1nnc(NC(=O)c2ccncc2)s1 was read as GPR35 antagonists 36%, GPR55 antagonists 7%, MgcRacGAP inhibition 4%, Yfh1-off respiration inactive, NTR1 agonist -0.6, Dengue-2 NS5 capping 0%, AID2073 3%, GPR55 activation -0.1% and NTR1 agonist cell count 20 µM 46.
`CCOC(=O)C1C(=O)C(C(C)=O)C(=O)CC1CC(C)SCC` (stereo unspecified) gave GPR35 antagonists 1%, GPR55 antagonists 6%, MgcRacGAP inhibition 1%, Yfh1-off respiration inactive, NTR1 agonist -0.1, Dengue-2 NS5 capping -1%, Large T inhibition 2%, AID2073 -5%, GPR55 activation -0.1% and NTR1 agonist cell count 20 µM 41.
Screening CCCCn1c(/C=C/c2ccco2)nc2ccccc21 returned GPR35 antagonists 9%, GPR55 antagonists -2%, MgcRacGAP inhibition 0%, Yfh1-off respiration inactive, NTR1 agonist 0.7, Dengue-2 NS5 capping -3%, Large T inhibition 10%, AID2073 26%, GPR55 activation 0.2% and NTR1 agonist cell count 20 µM 53.
Screening O=C(CN1CCCC1)Nc1ccc([N+](=O)[O-])cc1 returned GPR35 antagonists 0%, GPR55 antagonists 10%, MgcRacGAP inhibition 5%, Yfh1-off respiration inactive, NTR1 agonist -0.8, Dengue-2 NS5 capping -8%, Large T inhibition 6%, AID2073 -2%, GPR55 activation 0.2% and NTR1 agonist cell count 20 µM 36.
`N#Cc1nc(COc2ccccc2)oc1N1CCN(c2cccc(Cl)c2)CC1` gave GPR35 antagonists -6%, GPR55 antagonists -2%, MgcRacGAP inhibition 0%, Yfh1-off respiration inactive, NTR1 agonist -4.0, Dengue-2 NS5 capping 1%, Large T inhibition 7%, AID2073 6%, GPR55 activation 0.3% and NTR1 agonist cell count 20 µM 86.
Screening O=C(CCC(=O)N1CCN(S(=O)(=O)c2ccc(Cl)cc2)CC1)Nc1ccc(Cl)cc1Cl returned GPR35 antagonists 13%, GPR55 antagonists -2%, MgcRacGAP inhibition -20%, Yfh1-off respiration inactive, NTR1 agonist 1.5, Dengue-2 NS5 capping 11%, Large T inhibition 12%, AID2073 14%, GPR55 activation -0.3% and NTR1 agonist cell count 20 µM 75.
`CC(C)Oc1cccc(C(=O)C2CCCN(Cc3cnc(N4CCCC4)s3)C2)c1` (stereo unspecified) gave GPR35 antagonists 20%, GPR55 antagonists 6%, MgcRacGAP inhibition 6%, Yfh1-off respiration inactive, NTR1 agonist 2.9, Dengue-2 NS5 capping 1%, Large T inhibition 0%, AID2073 -1%, GPR55 activation -0.1% and NTR1 agonist cell count 20 µM 36.
`CNC(=O)C(=O)N/N=C/c1ccccn1` gave GPR35 antagonists -14%, GPR55 antagonists -6%, MgcRacGAP inhibition 0%, Yfh1-off respiration inactive, NTR1 agonist -0.8, Dengue-2 NS5 capping 3%, Large T inhibition 22%, AID2073 -2%, GPR55 activation 0.1% and NTR1 agonist cell count 20 µM 87.
`O=C(Nc1nc2ccccc2s1)c1ccc(Cl)s1` gave GPR35 antagonists 8%, GPR55 antagonists 25%, MgcRacGAP inhibition 0%, Yfh1-off respiration inactive, NTR1 agonist 1.4, Dengue-2 NS5 capping -10%, Large T inhibition 3%, AID2073 4%, GPR55 activation -0.2% and NTR1 agonist cell count 20 µM 73.
For CC(C)N1CCC(=NNC(=O)c2cccs2)CC1 the results were GPR35 antagonists 6%, GPR55 antagonists -9%, MgcRacGAP inhibition 7%, NTR1 agonist 1.6, Dengue-2 NS5 capping 2%, Large T inhibition 9%, AID2073 3%, GPR55 activation -0.1% and NTR1 agonist cell count 20 µM 62.

A portion taken from the entries so far, as a working copy:
CCc1ccc2[nH]c(=O)c(CN(Cc3ccccc3OC)C(=O)Nc3ccccc3OC)cc2c1 was read as GPR35 antagonists -13%, GPR55 antagonists 23%, MgcRacGAP inhibition 6%, Yfh1-off respiration inactive, NTR1 agonist 6.1, Dengue-2 NS5 capping 5%, Large T inhibition 15%, AID2073 13%, GPR55 activation 0.0% and NTR1 agonist cell count 20 µM 63.
`COc1ccc(N2CCN(c3oc(COc4ccc(Cl)cc4Cl)nc3C#N)CC2)cc1` gave GPR35 antagonists 17%, GPR55 antagonists 16%, MgcRacGAP inhibition 3%, Yfh1-off respiration inactive, NTR1 agonist 0.1, Dengue-2 NS5 capping -8%, AID2073 2%, GPR55 activation -0.2% and NTR1 agonist cell count 20 µM 43.

The results go on.
Screening CNC(=O)/C(=C\c1ccc2c(c1)OCO2)NC(=O)c1ccc(Br)cc1 returned GPR35 antagonists 14%, GPR55 antagonists 12%, MgcRacGAP inhibition 2%, Yfh1-off respiration inactive, NTR1 agonist -1.1, Dengue-2 NS5 capping 2%, Large T inhibition 18%, AID2073 4%, GPR55 activation 0.2% and NTR1 agonist cell count 20 µM 11.
CCSCCOC(=O)C1=C(C)NC(=O)NC1c1cc(OC)ccc1OC (stereo unspecified) was read as GPR35 antagonists -11%, GPR55 antagonists 6%, MgcRacGAP inhibition 11%, Yfh1-off respiration inactive, NTR1 agonist -4.9, Dengue-2 NS5 capping 7%, Large T inhibition 21%, AID2073 0%, GPR55 activation 0.2% and NTR1 agonist cell count 20 µM 89.
Screening CCOC(=O)CSc1nnc(Cn2nnc3ccccc32)n1-c1ccc(F)cc1 returned GPR35 antagonists -13%, GPR55 antagonists 5%, Yfh1-off respiration inactive, NTR1 agonist 0.2, Large T inhibition 8%, AID2073 4%, GPR55 activation -0.1% and NTR1 agonist cell count 20 µM 44.
For NC(=O)N=Nc1c(O)[nH]c2ccc([N+](=O)[O-])cc12 the results were GPR35 antagonists -4%, GPR55 antagonists 3%, MgcRacGAP inhibition -1%, Yfh1-off respiration inactive, NTR1 agonist 0.2, Dengue-2 NS5 capping -2%, Large T inhibition 8%, AID2073 2%, GPR55 activation -0.1% and NTR1 agonist cell count 20 µM 60.
For CC1=C(C)CC(C(=O)NCCc2ccccc2)C(C(=O)O)C1 (stereo unspecified) the results were GPR35 antagonists 7%, GPR55 antagonists -4%, MgcRacGAP inhibition 3%, Yfh1-off respiration inactive, NTR1 agonist -0.4, Dengue-2 NS5 capping -2%, Large T inhibition -2%, AID2073 5%, GPR55 activation -0.1%, NTR1 agonist cell count 20 µM 83 and Dengue-2 NS5 capping pilot replicate -2.4.
`C(=C\c1ccc(/C=C/c2ccccc2)nn1)/c1ccccc1` gave GPR35 antagonists 12%, GPR55 antagonists 12%, Yfh1-off respiration inactive, NTR1 agonist 0.6, Large T inhibition 16%, AID2073 16%, GPR55 activation 0.6% and NTR1 agonist cell count 20 µM 86.
